Source: PubChem (several laboratories)
PfHsp90 yeast 2 – reduces growth (ATP signal) of yeast expressing P. falciparum Hsp90; S. cerevisiae expressing PfHsp90, BacTiter-Glo ATP, 48 h; yeast lacking PDR1 and PDR3 efflux regulators; inhibition, % at 9.4 µM; 310,000 tested, 0.32% active; AID 504621;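 active = every replicate shows inhibition above about 80%, whatever the replicate mean, limit read from the data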;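 also: 0% = DMSO neutral controls and 100% = 20 µM radicicol positive controls; yeast relying on Plasmodium falciparum Hsp90 in place of its own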
AddAB inh – less growth of phage-infected E. coli with AddAB. inhibition, % at 11.9 µM. AID 435030. E. coli expressing H. pylori AddAB, absorbance growth. 330,000 tested, 0.29% active; in the data active = inhibition above about 12%;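 also: 0% = vehicle wells of infected cells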
HTR5A ag ctr – HTR5A agonism, opioid heterodimer counter-screen; activation, % at 9.3 µM; P47898; HTR5A agonist assay, luminescence, cell-based; 340,000 tested, 0.61% active; in the data active = activation mostly above about 9.5%, no sharp cut-off; inactive = mostly below about 7.6%;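 also: 0% = cells with vehicle only and 100% = reference agonist; strong numbers were not always called active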
DSG3 Ab inh – human desmoglein-3 autoantibody binding inhibition; P32926; DSG3-coupled beads, scFv-anti-DSG3-GFP binding, flow cytometry; stronger effect = lower value; 310,000 tested, 0.48% active; AID 588358; binding (percent of control), % at 10 µM;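 active = binding more than 3 SD below its plate's average and above zero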;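 also: hits lower antibody fragment binding to DSG3; some compounds called inactive have numbers as strong as hits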
Mot1-301 SUMO – SUMOylation pathway inhibition by Mot1-301 growth rescue | growth rescue, % at 18.8 µM | 320,000 tested, 1% active | AID 2716 | S. cerevisiae Mot1-301 growth rescue, ATP luminescence, 38.5C; percent above DMSO median, 100 means doubled;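 active = every valid replicate shows activation above 250% relative to neutral control wells; inactive = the rest, any valid replicate at or below 250%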;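 also: OY570 slx delta 5 strain wells were the positive control but not used for scaling; some compounds called inactive have numbers as strong as hits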
phage Ecoli inh – E. coli growth loss with phage present. growth absorbance. inhibition, % at 11.9 µM. 360,000 tested, 0.26% active; in the data active = inhibition above about 11%
PKA-R1A act – activators of PKA-R1A complex. P00514+P68181. PKA-R1A dissociation, Cy5-IP20 fluorescence polarization; scaled: DMSO 0%, 113 µM cGMP 100%. activation, % at 11.4 µM. 340,000 tested, 0.083% active. AID 504707;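 active = percent activation above the mean of all tested compounds plus 3 SD, cut at about 19% in these data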;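 also: higher means more PKAc released from R1A so a rise in polarization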
E coli growth – reduces bacterial viability in AddAB counter-screen. 330,000 tested, 0.27% active. inhibition, % at 11.9 µM. AID 449728. E. coli V3065 growth, OD600 absorbance, 18 h;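 active = inhibition above the campaign's mean inhibition across all tested compounds plus 3 SD, cut at about 9.9% in these data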;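 also: uninfected addAB+ strain grown without phage in ampicillin broth; 0% = DMSO wells and 100% = ciprofloxacin 0.95 µg/ml wells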
MOR-DOR inv ag – inverse agonist of human OPRM1-OPRD1 heterodimerization; cell-based MOR-DOR heterodimer luminescence, inverse agonism; inhibition, % at 9.3 µM; 340,000 tested, 0.21% active; in the data active = inhibition above about 22%, passing the limit was not always enough;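 also: 0% = cells with DMSO and 100% = wells without cells with DMSO; values of inactives mirror those of a sister screen read the other way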
Target sequence (P35372 whole entry, looked up): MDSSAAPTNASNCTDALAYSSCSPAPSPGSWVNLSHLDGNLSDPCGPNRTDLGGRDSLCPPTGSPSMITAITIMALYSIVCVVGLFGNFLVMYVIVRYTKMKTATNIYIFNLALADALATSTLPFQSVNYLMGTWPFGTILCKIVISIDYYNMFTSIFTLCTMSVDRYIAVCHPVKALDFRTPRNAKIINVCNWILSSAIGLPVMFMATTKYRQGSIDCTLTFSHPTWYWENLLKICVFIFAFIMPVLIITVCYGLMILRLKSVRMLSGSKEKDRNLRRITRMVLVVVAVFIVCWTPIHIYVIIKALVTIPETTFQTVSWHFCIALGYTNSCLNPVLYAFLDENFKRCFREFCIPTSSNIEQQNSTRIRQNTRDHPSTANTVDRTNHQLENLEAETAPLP
Target sequence (P41143 whole entry, looked up): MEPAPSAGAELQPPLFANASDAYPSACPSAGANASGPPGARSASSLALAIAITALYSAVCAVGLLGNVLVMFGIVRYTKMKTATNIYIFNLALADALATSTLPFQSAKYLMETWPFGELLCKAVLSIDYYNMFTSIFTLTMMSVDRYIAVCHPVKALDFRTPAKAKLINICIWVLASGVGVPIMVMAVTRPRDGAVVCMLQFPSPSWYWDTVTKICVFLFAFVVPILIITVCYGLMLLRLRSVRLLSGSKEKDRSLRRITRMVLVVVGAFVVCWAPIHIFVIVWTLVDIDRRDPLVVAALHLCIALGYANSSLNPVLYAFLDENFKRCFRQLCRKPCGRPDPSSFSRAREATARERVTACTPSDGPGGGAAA
MOR-DOR ag – OPRM1-OPRD1 heterodimerization agonism; cells, luminescence; activation, % at 9.3 µM; 340,000 tested, 0.3% active; P35372+P41143; in the data active = activation above about 18%;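 also: 0% = vehicle-treated cells and 100% = reference agonist; values of inactives mirror those of a sister screen read the other way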
HTR5A inv ctr – counter-screen for OPRM1-OPRD1 inverse agonists: human HTR5A inverse agonism; P47898; HTR5A cell line, luminescence; inhibition, % at 9.3 µM; 340,000 tested, 0.083% active; AID 504634; in the data active = inhibition mostly above about 23%, no sharp cut-off; inactive = mostly below about 18%;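 also: 0% = cells with DMSO and 100% = no-cell wells with DMSO; some compounds called inactive have numbers as strong as hits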
Starred values were filed as active, the others as inactive; · = no result given.

item	SMILES	PfHsp90 yeast 2	AddAB inh	HTR5A ag ctr	DSG3 Ab inh	Mot1-301 SUMO	phage Ecoli inh
1	Cc1ccc(CN2CCSc3ccc(C(=O)N4CCOCC4)cc32)cc1	0	4.9	3	97	6	·
2	Cc1ccc(SCC(=O)NCc2ccccc2C)cc1	-12	6.8	-2	106	-36	-0.6
3	Cc1cc(C)c(S(=O)(=O)N2CCCCCC2)cc1Br	15	2.4	1	102	43	5.0
4	Cc1cccc(C)c1NC(=S)NNc1ncc(C(F)(F)F)cc1Cl	15	-0.1	-3	104	2	1.1
5	Cn1c(SCC(=O)Nc2ccccc2)nc2c([nH]c3ccccc32)c1=O	-32	-0.6	4	68	79	-0.3
6	O=C(CN1C(=O)c2ccccc2C1=O)Nc1sc2c(c1C(=O)NCc1ccco1)CCCC2	-26	0.4	0	110	137	1.4
7	Cc1ccc(C(=O)OCC(=O)Nc2cccc(S(=O)(=O)NC3=NCCCCC3)c2)c(C)c1	-11	-0.8	3	74*	17	-1.8
8	COc1ccc(C2(c3ccc(OC)cc3)NC(=O)N(CC(=O)N(C)C3CCC(C)CC3)C2=O)cc1 (configuration not stated)	21	3.1	-2	97	-7	2.9
9	COC(=O)c1cccc(NC(=O)c2ccc3c(c2)C(=O)N(Cc2cccnc2)C3=O)c1	12	1.0	-5	101	188	2.5
10	CC1CCN(S(=O)(=O)c2cccc(C(=O)N(C)C3(C)CCS(=O)(=O)C3)c2)CC1 (configuration not stated)	-14	3.0	-4	104	-5	2.7
11	O=C(O)CCc1nn2c3ccccc3n(Cc3ccccc3F)c2nc1=O	0	4.2	-3	104	-6	2.1
12	O=C(c1cc2cc([N+](=O)[O-])ccc2oc1=O)N1CCN(c2ncccn2)CC1	-50	-1.4	0	100	2	5.1
13	CC(Oc1ccc(F)cc1F)C(=O)/C=C/N(C)C (configuration not stated)	·	0.6	-2	125	-1	0.6
14	O=C(Cn1cnc2ccccc2c1=O)Nc1cccc(S(=O)(=O)N2CCCCC2)c1	-5	2.9	3	92	·	4.1
15	CCCCCCn1nc(C(=O)OCC(=O)NC2CCS(=O)(=O)C2)c2ccccc2c1=O (configuration not stated)	·	0.4	4	117	-7	0.8

item	PKA-R1A act	E coli growth	MOR-DOR inv ag	MOR-DOR ag	HTR5A inv ctr
1	-10	1.4	13	-2.5	-13
2	-9	0.3	12	-2.7	6
3	-10	-0.9	-25	4.5	-2
4	1	-2.5	32*	-5.3	17
5	7	-0.1	-6	1.2	-11
6	-7	-3.7	7	-1.3	16
7	4	-1.4	4	-0.8	-8
8	2	-1.3	-1	0.2	5
9	4	2.8	1	-0.3	13
10	0	0.5	10	-1.9	25
11	-1	1.8	11	-2.3	9
12	7	-0.7	-1	0.2	-7
13	0	1.1	5	-0.9	-19
14	-17	-2.2	2	-0.3	-9
15	-2	-0.5	15	-3.2	-11

(listing goes on)
item	SMILES	PfHsp90 yeast 2	AddAB inh	HTR5A ag ctr	DSG3 Ab inh	Mot1-301 SUMO	phage Ecoli inh
16	Cc1cccc(C)c1Nc1c(-c2ccccc2O)nc2ncccn12	7	-2.4	0	95	82	1.2
17	O=S(=O)(c1ccccc1)N1N=C(c2ccc(Cl)cc2)CC1c1ccco1 (configuration not stated)	-19	·	3	113	·	1.8
18	CNC(=O)c1cc2c(s1)-c1ccccc1CC2	-8	0.8	1	97	58	2.3
19	CCOC(=O)c1[nH]c2ccc(OCC)cc2c1NC(=O)CN1CCN(c2ccccn2)CC1	-12	3.9	4	109	7	3.7
20	Cc1noc(C)c1S(=O)(=O)N1CCN(c2ccccc2)CC1	15	-2.8	-4	97	6	2.5
21	CC(=O)N1N=C(c2ccncc2)OC12CCCCCC2	-22	0.0	3	·	-11	-1.1
22	Cn1nccc1C(=O)Nc1ccc(Cl)cc1	·	3.7	11	109	-2	3.0
23	Cc1[nH]c2ccccc2c1C(=O)C(=O)N1c2ccccc2CC1C (configuration not stated)	7	1.3	3	·	9	1.2
24	CCCCN(CCCC)S(=O)(=O)c1ccc(NC(=O)c2cccs2)cc1	6	2.1	2	97	15	4.7
25	Cn1c(SCC(=O)c2ccc(F)cc2)nnc1-c1cccnc1	11	0.0	0	107	167	3.6
26	CCOc1ccc2nc(NCCNC(=O)C(C)C)c(C)cc2c1	25	-4.8	4	72	-1	1.6
27	OCCNc1nc(-c2ccccc2)c2cc(Cl)ccc2n1	-18	0.2	-2	100	1	0.0
28	COc1ccccc1OCCNC(=O)C1CC(=O)N(c2ccc3c(c2)OCCO3)C1 (configuration not stated)	·	0.3	-1	98	16	2.4
29	CCOc1ccc(CNC(=O)c2ccc(Sc3ccc(Cl)cc3)c(NC(C)=O)c2)cc1OC	-4	0.0	-6	99	-15	4.2
30	COC(=O)c1cc(NC(=O)c2nn(C)c(=O)c3ccccc23)cc(C(=O)OC)c1	-9	4.5	4	99	-14	0.3

item	PKA-R1A act	E coli growth	MOR-DOR inv ag	MOR-DOR ag	HTR5A inv ctr
16	-7	-2.9	5	-1.0	0
17	-1	·	11	-2.3	11
18	-7	-0.5	-3	0.6	8
19	-5	3.4	7	-1.6	-15
20	9	0.8	7	-1.2	-9
21	4	-1.1	11	-2.4	-3
22	-12	-0.2	-22	3.7	-26
23	2	-0.3	-18	3.4	-12
24	-15	0.7	-17	3.3	10
25	7	0.2	5	-0.7	0
26	-14	-1.7	5	-0.9	-5
27	4	-1.5	-7	1.3	6
28	-4	2.0	10	-1.9	-10
29	10	-1.9	-6	1.1	21
30	7	-0.6	2	-0.5	2

Record cards (already shown). Screens in order: PfHsp90 yeast 2, AddAB inh, HTR5A ag ctr, DSG3 Ab inh, Mot1-301 SUMO, phage Ecoli inh, PKA-R1A act, E coli growth, MOR-DOR inv ag, MOR-DOR ag, HTR5A inv ctr
`O=S(=O)(c1ccccc1)N1N=C(c2ccc(Cl)cc2)CC1c1ccco1` (configuration not stated) across the screens: -19, ·, 3, 113, ·, 1.8, -1, ·, 11, -2.3, 11
`Cn1nccc1C(=O)Nc1ccc(Cl)cc1` across the screens: ·, 3.7, 11, 109, -2, 3.0, -12, -0.2, -22, 3.7, -26
`CCCCN(CCCC)S(=O)(=O)c1ccc(NC(=O)c2cccs2)cc1` across the screens: 6, 2.1, 2, 97, 15, 4.7, -15, 0.7, -17, 3.3, 10

Further results
item	SMILES	PfHsp90 yeast 2	AddAB inh	HTR5A ag ctr	DSG3 Ab inh	Mot1-301 SUMO	phage Ecoli inh
31	CCOc1ccc(C2=CSC3=NCCN23)cc1Cl	-8	3.1	4	104	-20	2.1
32	Cc1ccc2c(c1)CN1CN2Cc2cc(C)ccc21	0	3.2	-4	104	-12	0.5
33	O=C(NC1CCN(Cc2ccccc2)CC1)c1c(Cl)cccc1Cl	-16	0.3	2	89	-4	1.5
34	COc1ccc(-c2cc(C(F)(F)F)n3ncc(C(=O)O)c3n2)cc1OC	-2	1.5	-2	90	367*	1.5
35	Cc1cc(-n2nc(C)cc2C)n2nc(C)c(-c3ccc(Cl)cc3)c2n1	-47	-0.1	4	99	-8	1.2
36	COc1ccc(OCCC(=O)N2CCCCC2)cc1	-21	2.9	3	101	-13	2.8
37	CC(Oc1ccc(Cl)cc1)c1ccn[nH]1 (configuration not stated)	7	1.4	5	102	19	3.9
38	COc1ccc2c(c1)OC[C@H]1[C@@H]2N2C(=O)CNC(=O)[C@@]2(C)[C@H]1c1ccccc1	1	1.9	1	101	-5	3.8
39	COc1ccc(C(=O)Nn2c(SCC(=O)c3ccc(Cl)cc3)nc3ccccc3c2=O)cc1	8	3.2	0	94	-4	1.5
40	O=Cc1ccc(C(=O)OCC(=O)N2CCCC2)cc1	22	2.4	-2	100	-8	0.5
41	Cc1ccc2nc(CSc3nc(C)ccc3C#N)[nH]c2c1	5	-0.3	0	100	-8	0.2
42	O=C(CNC(=O)c1ccc(Cl)cc1Cl)OC1CCCCC1=O (configuration not stated)	-9	1.0	-2	98	-6	2.5
43	O=C(CCCc1ccccc1)Nc1cccc2c1CCCC2	10	0.5	2	·	449	2.4
44	CC(=O)Nc1cccc(NC(=O)CSc2ncc(C(=O)Nc3ccccc3)c(=O)n2C)c1	-27	0.6	-3	93	·	4.8
45	CCn1cc(S(=O)(=O)c2ccc(C)cc2)c(=O)c2cc(OC)ccc21	-14	-0.2	0	99	67	0.6
46	COc1cccc(C2CC(c3c(F)cccc3Cl)n3nc(N)nc3N2)c1 (configuration not stated)	-38	0.0	0	117	-6	2.1
47	Nc1ccc(S(=O)(=O)NCC2CCCCO2)cc1 (configuration not stated)	·	·	-2	93	·	1.9
48	CC1(C)Cc2cccc(C(=O)NCc3ccco3)c2O1	·	0.2	·	119	2	2.9

item	PKA-R1A act	E coli growth	MOR-DOR inv ag	MOR-DOR ag	HTR5A inv ctr
31	12	-0.2	2	-0.5	-19
32	-1	1.8	12	-2.3	-9
33	-5	0.0	-1	0.3	-6
34	2	2.5	6	-1.1	3
35	-5	1.7	5	-0.9	-11
36	-3	1.7	13	-2.0	7
37	1	-2.2	16	-3.2	-13
38	-8	2.7	0	0.0	-18
39	7	-1.3	10	-1.9	1
40	0	-0.9	6	-0.9	-12
41	-6	0.6	9	-1.7	-1
42	-1	-1.1	8	-1.9	-8
43	-8	-2.5	-28	6.8	-4
44	-13	-0.8	17	-3.5	11
45	-3	-2.1	11	-2.1	-10
46	2	2.4	3	-0.7	12
47	-7	·	11	-2.1	8
48	·	1.4	·	·	·
